# Sm TGR inh – inhibitors of Schistosoma mansoni thioredoxin glutathione reductase | Potency, µM (series often up to 114 µM), for the others: at the top dose activity change, negative = inhibition, hits mostly inhibitors | AID 485364 | 360,000 tested, 3% active | purified TGR, DTNB reduction, TNB absorbance 405 nm; note: potency is the fitted concentration of half-maximal effect; nearly all actives have a fitted effect of over 60% in size
#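 Kinetic colorimetric format: TGR-catalysed, NADPH-driven DTNB reduction monitored via TNB absorbance. Enzyme dispensed at 20 nM; compound exposure 15 min at room temperature before reaction start.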
# FBPA Giardia inh – blocks Giardia fructose-bisphosphate aldolase activity. A8B2U2. purified Giardia FBPA. Potency, µM (series often up to 59.6 µM), inactives show at the top dose activity, negative = inhibition, most hits filed as inhibitors. 290,000 tested, 0.71% active. AID 2451; note: potency is the fitted concentration of half-maximal effect; nearly all actives have a fitted effect of over 55% in size
# Target sequence (A8B2U2 whole entry, looked up): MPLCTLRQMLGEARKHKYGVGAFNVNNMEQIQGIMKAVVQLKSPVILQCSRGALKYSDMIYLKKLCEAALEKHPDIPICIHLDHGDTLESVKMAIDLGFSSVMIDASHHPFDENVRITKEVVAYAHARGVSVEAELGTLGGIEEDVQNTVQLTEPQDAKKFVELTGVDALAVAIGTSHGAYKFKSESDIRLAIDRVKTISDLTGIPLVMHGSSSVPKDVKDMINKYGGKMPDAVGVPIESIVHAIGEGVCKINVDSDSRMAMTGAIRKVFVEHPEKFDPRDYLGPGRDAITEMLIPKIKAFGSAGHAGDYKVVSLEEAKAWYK
#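 40 nM FBPA preincubated 10 min at RT with compound (up to 57.5 uM final), then substrate plus GAPDH/TPI/NAD/arsenate coupling and diaphorase/resazurin added. Fluorescence read after 20 min at RT, 525/598 nm.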
# HCMV inh – human cytomegalovirus inhibition | 410,000 tested, 4.5% active | HFF cells, HCMV-luciferase reporter, 72 h; stronger effect = lower value | activity change, negative = inhibition, % at 57.5 µM; in the data active = activity change below about -60%; inconclusive = no clear call, values can overlap the other calls; inactive = above about -39%
#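 After 16 h attachment at 37C, HFF cells received test compound and HCMV-luciferase (1 PFU/cell); reporter luminescence read 72 h later, data normalized against buffer-only and known inhibitor Salinomycin.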
# AmpC inh no detg – blocks E. coli AmpC beta-lactamase in detergent-free assay | P00811 | AmpC nitrocefin hydrolysis, absorbance 480 nm, 0.0001% Triton | Potency, µM (series often up to 57.1 µM), inactives show top-dose activity change, negative = inhibition, actives largely listed as inhibitors | 330,000 tested, 0.52% active | AID 485341;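 note: potency is the fitted concentration of half-maximal effect; plate controls were no compound for no effect and no enzyme for full effect; nearly all actives have a fitted effect of over 20% in size; some results filed as inactive show a strong effect at the top dose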
# Target sequence (P00811 whole entry, looked up): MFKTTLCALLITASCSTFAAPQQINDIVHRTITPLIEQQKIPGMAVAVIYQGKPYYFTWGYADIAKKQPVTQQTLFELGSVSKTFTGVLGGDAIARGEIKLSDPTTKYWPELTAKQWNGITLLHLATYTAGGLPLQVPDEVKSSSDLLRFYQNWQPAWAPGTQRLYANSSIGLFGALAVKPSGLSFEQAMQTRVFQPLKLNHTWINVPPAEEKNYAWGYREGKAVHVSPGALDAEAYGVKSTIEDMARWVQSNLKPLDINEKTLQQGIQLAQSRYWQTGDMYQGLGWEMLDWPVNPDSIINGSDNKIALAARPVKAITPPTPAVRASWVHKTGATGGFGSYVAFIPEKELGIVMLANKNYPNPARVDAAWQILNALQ
#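 AmpC (5.3 nM in the dispensed reagent) in 20 mM phosphate pH 7.0 with 0.01% (detergent screen) or 0.0001% Triton X-100 was preincubated with compounds for 15 min at room temperature. Nitrocefin was then added from an 800 uM solution, and hydrolysis was followed at 480 nm.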
# AmpC detergent – blocks E. coli AmpC beta-lactamase in detergent assay | AmpC hydrolysis of nitrocefin, absorbance 480 nm, 0.01% Triton | Potency, µM (titrated, usually from 114 µM), without a hit: top-dose activity change, negative = inhibition, actives largely listed as inhibitors | 370,000 tested, 0.041% active;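 note: potency is the fitted concentration of half-maximal effect; 0% = no-compound wells and -100% = no-enzyme wells; nearly all actives have a fitted effect of over 25% in size; some results filed as inactive show a strong effect at the top dose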
#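 AmpC (5.3 nM in the dispensed reagent) in 20 mM phosphate pH 7.0 with 0.01% (detergent screen) or 0.0001% Triton X-100 was preincubated with compounds for 15 min at room temperature. Nitrocefin was then added from an 800 uM solution, and hydrolysis was followed at 480 nm.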
# HCV inhibitor – inhibitors of hepatitis C virus infection; Huh7.5.1 HCVcc-Cre infection, luciferase reporter, 44 h; Potency, µM (series often up to 41.8 µM), for inactives: at the highest dose activity change, negative = inhibition, most hits filed as inhibitors; 340,000 tested, 3.4% active; AID 651820; note: potency is the fitted concentration of half-maximal effect
#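 Reporter virus HCVcc-Cre (~0.5 moi) infects cells exposed to compound; seeding density 1,000 cells/well with 4 h settling beforehand. Luminescence, 15 sec read, taken 44 h post-infection following a 15 min RT substrate incubation.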
# * = called active by the depositor; ? = inconclusive; nt = not tested or not shown; & = joins results of further samples; [ ] = dose if it differs, or a comment. Unless noted, calls come from the whole dose curve; as a rule, active = well fitted curve in the direction sought with a large enough effect; inconclusive = small, poorly fitted or top-dose-only effect, or another doubt; inactive = no such curve, though single readings can be large; an effect the other way counts as inactive or inconclusive. Unless noted, % is set by controls: 0 for no effect and ±100 for the full control effect.
SMILES,Sm TGR inh,FBPA Giardia inh,HCMV inh,AmpC inh no detg,AmpC detergent,HCV inhibitor
O=C(c1ccccc1)c1cccn1CC(=O)N1CCc2ccccc2C1,1%,0%,1,-8%,?,-6%
CCCCc1cc2ccccc2c(OCCN(C)C)n1,-5%,-4%[21.7 µM],-8,72%[activator],?,?
O=C(c1ccc(Cl)cc1)[C@@H]1[C@@H]2C(=O)N(c3cccc4ccccc34)C(=O)[C@@H]2C2c3ccccc3C=NN21 (some centres not stated),?,-7%,3,-26%,-9%,2%
O=C(CNC(=O)c1ccc2c(c1)OCCO2)N=Nc1c(O)[nH]c2ccccc12,-18%,-5%,-10,-28%,0%,?
Cc1cccc(C)c1NC(=O)CNC(=O)c1ccc2nc[nH]c2c1,1%,nt,-29,-18%,0%,13%
CCSc1ccccc1C(=O)Nc1ccc2c(c1)OCO2,nt,-7%,9,-21%,2%,10%
CCn1c(=S)sc2c(=O)n(-c3ccccc3)c(=S)[nH]c21,22µM*,-15%,-94*,-16%,-1%,-8%
CCOC(=O)c1sc(NC(=O)c2cc(S(=O)(=O)N3CCOCC3)ccc2C)nc1C,-3%,-7%,34,97%[activator],-3%,?
CCOc1ccc(NC(=O)C2CC=CCC2C(=O)O)cc1 (configuration not stated),1%,6%,33,-15%,?,2%
CC(=O)Nc1cccc(OCC(=O)Nc2cccc(S(=O)(=O)N3CCCC3)c2)c1,-1%,nt,-38,-21%,-20%,?
Cc1ccccc1CSc1nnc(Cn2c(=O)sc3ccccc32)n1C,6%,-1%,-8,-1%,?,3%
COc1ccc(C)cc1NC(=O)c1ccc(NS(=O)(=O)c2c(C)noc2C)cc1,-16%&13%,3%,-5&-4,-26%,-9%&-1%,-11%
CC(C)(C)c1cc[n+](-c2[nH]c(=O)sc2/C=N/NC(=O)c2ccccc2[O-])cc1,-8%,-20%,231,-27%,-10%,36%[activator]
Cc1ccc(Nc2cc(C)nc3c(C)cccc23)cc1,-18%,0%,-34,-26%,4%,?
CCOC(=O)c1c(C)[nH]c(C)c1S(=O)(=O)N(C)CC(=O)N(C)Cc1ccccc1,2%,2%,-21,16%,-1%,5%
COCCNC(=O)CCn1nc(-c2ccc(Cl)cc2)ccc1=O,9%,-1%,44,-6%,-4%,2%
COc1ccc(NC(=O)c2cc(C)nc3c2c(C)nn3-c2cccc(Cl)c2C)c(OC)c1,-1%,nt,-7,nt,3%,nt
Nc1ccc(N2CCN(C(=O)c3cccs3)CC2)cc1,-10%,-15%,-33,-17%,-13%,15%
C/C(=N\Nc1cc(Cl)nc(C)n1)c1ccccc1,0%,-23%,67,14%,-2%,-27%
Cc1ccc(NC(=O)c2oc3ccc(S(=O)(=O)N4CCCCC4)cc3c2C)cc1Cl,7%,nt,-4,nt,6%,nt
COc1ccc(Cl)cc1NC(=O)CN1C(=O)NC(Cc2c[nH]c3ccccc23)C1=O (configuration not stated),nt,nt,8,-27%,nt,-14%
CC1C/C(=N/NC(=O)c2cccs2)CC(C)(C)C1 (configuration not stated),2%,-9%,53,-26%,1%,25%
CC(Oc1ccc(Br)cc1Br)C(=O)Nc1cccnc1 (configuration not stated),-1%,nt,-5,26%,-7%,?
CCCn1c(=N)c(C(=O)NC2CCCC2)cc2c(=O)n3cc(C)ccc3nc21,-3%,nt,-19,nt,14%,nt
C=CCN1C(=O)NC(c2ccc(OC)cc2)(C(F)(F)F)S/C1=C(\C#N)c1nnc(N2CCOCC2)n1-c1ccccc1 (configuration not stated),4%,-6%,-23,134%[activator],2%,30%&4%[activator]

# (continued)
SMILES,Sm TGR inh,FBPA Giardia inh,HCMV inh,AmpC inh no detg,AmpC detergent,HCV inhibitor
COc1ccc(NCC(=O)n2c(C)c(C)c3ccccc32)cc1,?,-15%,5,-23%,1%,?
C=CCN1C(=O)c2cccc3c(Br)ccc(c23)C1=O,-4%,9%,-19,-25%,1%,6%
Cc1cc(N)c(-n2cc3c(=O)n(C)c(=O)n(C)c3c2)cc1C,-9%,-28%,58,32%,-5%,1%
CCN(CC)CCN(Cc1cc2cc3c(cc2[nH]c1=O)OCO3)C(=S)NCCCN(C)C,4%,-3%,-16,13%,?,5%
CC(NC(=O)Nc1ccccc1O)(C(F)(F)F)C(F)(F)F,-1%,-22%,?,-8%,4%,4%
CCOc1ccc(S(=O)(=O)NCC(c2ccco2)S(=O)(=O)c2cccs2)cc1 (configuration not stated),0.1µM*,nt,-26,nt,2%,nt
CC1CCN(C(=S)c2cn(Cc3cccc(F)c3)c3ccccc23)CC1,2%,8%,-37,-12%,-3%,-6%
O=C(CN1c2cccc3cccc(c23)S1(=O)=O)N1CCN(c2ccccc2)CC1,nt,nt,30,-31%,nt,9%
CCOC(=O)C1=C(C)NC(=O)NC1c1cc2c(cc1Br)OCO2 (configuration not stated),-16%,17%,-1,-4%,?,?
O=C(/C=C/Nc1ccc(F)cc1Br)c1ccccc1,5%,3%,?,-27%,-14%,0%
COCC1CCN(C(=O)c2cc(COc3ccc(F)cc3F)on2)C1 (configuration not stated),3%,8%,10,51%,-13%,-12%
CC(=O)C(C)Oc1ccc(Cc2ncc(C(F)(F)F)cc2Cl)cc1 (configuration not stated),nt,3%,14,40%,4%,5%
COc1ccc(CC2(C)OC(c3ccc(C)c([N+](=O)[O-])c3)=NN2C(C)=O)cc1 (configuration not stated),22%,1%,-9,97%[activator],12%,?
Cc1cc2c(c(=O)n1Cc1ccccc1)C1O[C@](CCCCN3C(=O)c4ccccc4C3=O)(Cc3ccccc31)O2,-22%[22.9 µM],9%[12.9 µM],nt,-37%[11.4 µM],?,nt
Cc1cccc(N2CCN(S(=O)(=O)c3ccc4c(c3)C(C(C)C)C(=O)N4)CC2)c1C (configuration not stated),10%,nt,?,nt,19%,nt
CCOC(=O)CC1C(=O)NCCN1C(=O)c1ccc(Cl)cc1 (configuration not stated),0%,-5%,-2,-1%,-21%,13%
O=C1CCCN1CCCNC(=S)Nc1ccc(F)cc1,-2%,?,-37,-14%,-9%,5%
CCC(/C=N/NC(=O)C1COc2ccccc2O1)CC (configuration not stated),1%,2%,-26,-18%,-7%,3%
CCNc1nc(Oc2ccc(=O)[nH]n2)nc(SC)n1,-1%,3%,19,-15%,1%,-9%
CCCCn1c(N)c(N(CCC(C)C)C(=O)COC(=O)c2ccc3ccccc3c2)c(=O)[nH]c1=O,6%,nt,21,1%,1%,-2%
Cc1ccccc1NC(=O)c1ccc(CN2CCC(Cc3ccccc3)CC2)cc1,-1%,-1%,-29,-25%,?,?
COc1cccc(-c2nc(N)nc(SC)c2C#N)c1,0%,2%,-3,-29%,4%,3%
COc1ccc(CCN2C(=O)c3cccc4cccc(c34)C2=O)cc1OC,1%,3%,-36,-15%,-3%,0%
COc1cc(C2C(=O)N(C3CCCCCC3)CC(=O)N2Cc2ccccc2)ccc1OC(C)C (configuration not stated),-3%,nt,?,nt,-3%,nt
Cc1ccc(-c2nc3ccc(Cl)cc3c(=O)n2O)cc1,4%,14%,64,-23%,4%,9%

# New compounds follow
SMILES,Sm TGR inh,FBPA Giardia inh,HCMV inh,AmpC inh no detg,AmpC detergent,HCV inhibitor
CCSc1ncc(Cl)c(C(=O)N(Cc2ccccc2)Cc2ccco2)n1,?,nt,-100*,nt,-9%,nt
CC(=C\C(=O)O)/C(=C\c1cccc2ccccc12)C(=O)O,1%,27%,-20,-26%,5%,24%
COc1ccc2nc(C)cc(N3CCN(c4ccccc4)CC3)c2c1,-7%,5%,-16,66%[activator],-7%,22µM*
CC(C)(C)c1ccc(C(=O)NCCC(=O)N2CCC3(CC2)NCCc2[nH]cnc23)cc1,-16%,-20%,-10,-2%,-1%,15%
CCc1cccc(CC)c1-n1c(SCC(=O)N2CCCc3ccccc32)nc(O)cc1=O,nt,nt,-11,?,nt,6%
CC(=O)NC12CC3CC(C1)CC(C(=O)OCC(=O)NC(=O)c1cccn1C)(C3)C2,-9%,1%,-17,-11%,5%,4%
COCCN(CCOC)c1nc(-c2ccc([N+](=O)[O-])cc2)nc2ccccc12,1%,2%,?,-24%,-10%,9%
Cc1ccc(-c2nnc(SCc3ccccc3F)o2)cc1,-2%,-3%,79,-12%,2%,?
CCC(=O)Nc1ccc(-c2nnc(SCc3ccc(C(=O)Nc4nccs4)cc3)n2CC)cc1,13%,nt,-21,27%,11%,11%
CC(C)(C)NC(=O)C(c1ccccc1)N(Cc1ccco1)C(=O)c1csnn1 (configuration not stated),-20%,-10%,0,0%,?,9%
Cc1ccccc1NC1=NCC(C)S1 (configuration not stated),6%,0%,-12,-18%,-11%,0%
CCOC(=O)CSc1nc(=O)n2ccccc2n1,-1%,3%,-26,-14%,8%,-2%
CCN1C(=O)c2cccc3c(N)ccc(c23)C1=O,2%,4%,44,-51%,-1%,-2%
COc1ccc(N=CC2=C(O)c3ccccc3C2=O)cc1,2%,2%,34,-13%,-9%,0%
COc1ccc(CNC(=O)NCc2ccc(OC)c(OC)c2)cc1OC,-32%,-3%,-3,-16%,?,8%
COc1ccc(CN(C)C(=O)COC(=O)c2c(C)nn(-c3ccc(F)cc3)c2Cl)cc1,-5%,nt,-16,100%[activator],?,?
O=C(NCc1ccccn1)c1cc2n(n1)C(C(F)(F)F)CC(c1ccco1)N2 (configuration not stated),40µM*,-10%,26,-5%,-1%,7%
COc1ccccc1C(=O)Nc1ccc(NC(=O)c2cccs2)cc1,-1%,nt,-25,nt,17%,nt
CCOc1ccc(NC(=O)CSc2nc3ccccc3c(=O)n2Cc2cccs2)cc1,-12%,-3%,-63*,-23%,?,?
Cc1ccc(C(=O)NCC(=O)NCCc2ccc(S(N)(=O)=O)cc2)s1,9%,3%,-33,-9%,-6%,14%
CC(=O)c1ccc(S(=O)(=O)N2CCN(CCOc3ccc(Br)cc3)CC2)cc1,-19%,nt,?,117%[activator],-8%,?
CC(C)CC1=NN(C(=O)c2ccco2)C(O)(C(F)(F)F)C1 (configuration not stated),-7%,3%,-39,-15%,-3%,7%
O=C(c1ccc(N2CCOCC2)c([N+](=O)[O-])c1)N1CCN(Cc2ccccc2)CC1,10%,nt,-38,117%[activator],-5%,-12%
O=C(CSc1nnc(SCc2ccccc2Cl)s1)N/N=C/c1c[nH]c2ccccc12,-6%,-24%,-39,46%,?,?

# Pulled by structure from above, 5 records:
SMILES,Sm TGR inh,FBPA Giardia inh,HCMV inh,AmpC inh no detg,AmpC detergent,HCV inhibitor
CC(C)(C)NC(=O)C(c1ccccc1)N(Cc1ccco1)C(=O)c1csnn1 (configuration not stated),-20%,-10%,0,0%,?,9%
CCN1C(=O)c2cccc3c(N)ccc(c23)C1=O,2%,4%,44,-51%,-1%,-2%
CC(=O)c1ccc(S(=O)(=O)N2CCN(CCOc3ccc(Br)cc3)CC2)cc1,-19%,nt,?,117%[activator],-8%,?
CC(C)(C)c1ccc(C(=O)NCCC(=O)N2CCC3(CC2)NCCc2[nH]cnc23)cc1,-16%,-20%,-10,-2%,-1%,15%
CC(C)CC1=NN(C(=O)c2ccco2)C(O)(C(F)(F)F)C1 (configuration not stated),-7%,3%,-39,-15%,-3%,7%

# Quoted from the listing:
# CC(C)CC1=NN(C(=O)c2ccco2)C(O)(C(F)(F)F)C1 (configuration not stated) in AmpC detergent → -3%
# Cc1ccc(C(=O)NCC(=O)NCCc2ccc(S(N)(=O)=O)cc2)s1 in AmpC inh no detg → -9%

# Compound activity from PubChem BioAssay.
